INS-1E GSIS act = primary screen for activators of insulin secretion dependent on glucose, INS-1E cells, GLuc reporter luminescence | INS-1E GLuc reporter insulin secretion, 2-3 h | activation, % at 16.6 µM | hit rate 0.61% among 370,000 | AID 743287;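 active = lowest replicate activation of at least 40%, so every replicate reaches that level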;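 note: 0% = median of neutral control wells and 100% = median of IBMX positive control wells; some compounds called inactive have numbers as strong as hits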
C2C12 statin = protects C2C12 myotubes from simvastatin toxicity; ATP luminescence, 48 h; scaled: DMSO 0, geranylgeraniol control 100; rescue of ATP level, % at 7.49 µM; hit rate 0.78% among 330,000;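 active = mean ATP rescue above about 67%, or every replicate alone reaching that limit, limit read from the data, passing the limit was not always enough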;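 note: myotubes were challenged with 10 µM simvastatin during compound exposure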
miR122 inh = blocks miR-122 activity in Huh7 sensor cells; AID 602342; Huh7 miR-122 Renilla luciferase sensor, 48 h; neutral wells = 0, positive control = 100; hit rate 0.3% among 340,000; activation (reporter increase), % at 12.5 µM;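 active = mean replicate activation score at least 90 and every replicate individually at or above 90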;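 note: higher luciferase means less miR-122 activity so hits act as miR-122 inhibitors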
PglD inh = inhibitors of Campylobacter jejuni PglD acetyltransferase; purified PglD enzyme, DTNB colorimetric CoA detection; AID 602405; hit rate 0.098% among 360,000; inhibition, % at 12.5 µM; in the data active = inhibition above about 16%, passing the limit was not always enough; note: strong numbers were not always called active
FN deposit inh = fibronectin deposition inhibition. AH1F fibroblasts, Alexa488-fibronectin deposition fluorescence, overnight. inhibition, % at 12.6 µM. hit rate 0.086% among 350,000. AID 743247;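 active = mean inhibition across replicates of 30% or more, regardless of how many single replicates reach that level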;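 note: positive control wells lacked labelled fibronectin entirely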
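Material – AH1F fibroblast monolayer, labelled fibronectin deposition · Reagent – labelled fibronectin 24 nM · Timing – 1 h adhesion, overnight exposure · Measured by – fluorescence at 485 nm excitation, 525 nm emission · Read-out – inhibition of fibronectin deposition signal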
PGC1a acetyl inh = lowers PGC1a acetylation signal in U2OS cells. AlphaScreen anti-acetyl-lysine; with virally co-expressed GCN5 acetyltransferase. inhibition, % at 15.6 µM. hit rate 0.17% among 350,000. AID 651687;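 active = every replicate shows inhibition of at least 40%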;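 note: 0% = neutral control wells and 100% = positive control wells; some results beyond the cut were filed as inactive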
Cneo AK release = Cryptococcus neoformans lysis via adenylate kinase release. AID 651654. lysis activity, % at 15 µM. C. neoformans lysis, adenylate kinase release luminescence, 4 h; normalised: neutral wells 0, clomiphene wells 100. hit rate 0.2% among 360,000;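 active = mean lysis activity across replicates of at least 80%, whatever share of replicates individually reach that level; inactive = mean lysis activity below 80%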
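Assay system: log-phase C. neoformans yeast / Quantity: yeast cell density of 5 × 10^6 cells/mL / Medium: fresh YPD growth medium / Compound: single dose / Timing: static 4 h at 37 °C with compound, 1 h detection / Measured by: adenylate kinase release luminescence / Read-out: lysis from increased AK signal / Benchmarks: Clomiphene as positive lysis control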
CFTR F508del cor = CFTR F508del correction in bronchial cells | AID 720511 | CFBE cells, YFP halide quenching; stimulated with forskolin plus potentiator P3; % fluorescence drop versus neutral controls | hit rate 0.36% among 350,000 | activity (quench increase), % at 7.58 µM;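 active = mean added fluorescence quench of at least 8% versus neutral control, with both replicates also reaching 8%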;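 note: cells transiently co-express mutant CFTR-F508del with the halide-sensitive YFP; corrector assay measuring rescue of mutant channel to the surface after 24 h compound exposure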
An asterisk follows results filed as active; [ ] = remark or other dose.

Screening Cn1ncc(Br)c1C(=O)N1CCOCC1 returned C2C12 statin -12.2, miR122 inh -5.0, PglD inh -0.8, FN deposit inh -3.2, PGC1a acetyl inh 12.3, Cneo AK release -0.3 and CFTR F508del cor 3.4.
CN(Cc1ccccc1)C(=O)c1oc(=O)c2ccccc2c1-c1ccccc1 was read as INS-1E GSIS act -17.9, miR122 inh 1.7, PglD inh 5.2, PGC1a acetyl inh -10.8 and Cneo AK release 0.3.
COc1ccc(NC(=O)Nc2ccc3c(c2)[C@@H]2C[C@@H](CC(=O)NC4CCCCC4)O[C@@H](CO)[C@@H]2O3)cc1 was read as INS-1E GSIS act 5.6, C2C12 statin 8.7, miR122 inh 3.1[16.7 µM], PglD inh 2.7, FN deposit inh -10.8, PGC1a acetyl inh -0.7, Cneo AK release -20.2 and CFTR F508del cor -0.8.
Screening CC1(C2CC2)NC(=O)N(CC(=O)Nc2ccc(SC(F)F)cc2)C1=O (stereo not drawn) returned INS-1E GSIS act -11.8, C2C12 statin -54.5, miR122 inh 2.4, PglD inh -0.3, FN deposit inh 5.2, PGC1a acetyl inh 26.9, Cneo AK release -0.7 and CFTR F508del cor -0.2.
Screening O=C(NN=Cc1c(O)ccc2ccccc12)c1ccc2c(c1)OCO2 returned INS-1E GSIS act -5.1, C2C12 statin -18.5, PglD inh 0.3, FN deposit inh -7.6, Cneo AK release -2.3 and CFTR F508del cor 3.2.
For CC(Oc1cc2oc(=O)c3c(c2cc1Cl)CCC3)C(=O)NCc1cccnc1 (stereo not drawn) the results were INS-1E GSIS act 10.6, C2C12 statin 3.5, miR122 inh -10.2, PglD inh 3.5, FN deposit inh 0.9, PGC1a acetyl inh 0.4, Cneo AK release -1.9 and CFTR F508del cor -0.7.
COC(=O)C(C(=O)OC)N1C(=O)CCC1=O was read as C2C12 statin -24.1, miR122 inh 7.0, PglD inh -3.1, PGC1a acetyl inh -24.9, Cneo AK release 1.0 and CFTR F508del cor -0.3.
`O=C(Cc1ccncc1)Nc1ccc2c(c1)[C@@H]1C[C@H](CC(=O)NC3CCCC3)O[C@@H](CO)[C@@H]1O2` gave INS-1E GSIS act -1.2, C2C12 statin -0.6, miR122 inh 3.0[16.7 µM], PglD inh 1.2, FN deposit inh -1.6, PGC1a acetyl inh 0.7, Cneo AK release 6.4 and CFTR F508del cor -3.4.
Screening CCCN1[C@@H]2c3ccc(C4=CCCCC4)c(=O)n3C[C@H]1[C@H](CO)[C@H]2C(=O)NCC returned INS-1E GSIS act -7.2, C2C12 statin -0.8, miR122 inh -1.6[16.7 µM], PglD inh 0.3, Cneo AK release -2.6 and CFTR F508del cor -0.6.
Screening CSc1nc2ccc(NC(=O)c3cccs3)cc2s1 returned INS-1E GSIS act 19.9, C2C12 statin -1.2, miR122 inh 5.9, PglD inh 0.0, PGC1a acetyl inh 5.9, Cneo AK release -0.7 and CFTR F508del cor -3.5.
For O=C(N/N=C/c1ccc2c(c1)OCO2)c1ccc2c(c1)OCO2 the results were INS-1E GSIS act 2.9, C2C12 statin 2.8, miR122 inh 4.4, PglD inh 5.0, FN deposit inh 5.5, PGC1a acetyl inh -0.6, Cneo AK release -1.5 and CFTR F508del cor 0.8.
For COc1ccc(Cc2nnc(NN)[nH]c2=O)cc1OC the results were INS-1E GSIS act -10.9, C2C12 statin 3.3, miR122 inh -7.5, PglD inh -1.9, FN deposit inh 6.0, PGC1a acetyl inh 2.4, Cneo AK release 3.4 and CFTR F508del cor -2.6.
For CSCC[C@H](NC(=O)[C@H]1CC[C@H](CNC(=O)[C@@H](N)Cc2ccccc2)CC1)C(=O)O the results were INS-1E GSIS act 2.0, C2C12 statin -4.2, miR122 inh -1.9, PglD inh 3.8, FN deposit inh 4.1, PGC1a acetyl inh -3.3, Cneo AK release 1.5 and CFTR F508del cor -4.4.
`COc1ccc(C2CC(c3ccccc3)n3nnnc3N2)cc1` (stereo not drawn) gave C2C12 statin -2.8, miR122 inh 2.1, PglD inh 1.1, FN deposit inh -9.7, PGC1a acetyl inh 0.9 and Cneo AK release -1.9.
COCCCn1c(=O)c2sccc2n2c(CCCC(=O)N(C)Cc3ccco3)nnc12 was read as INS-1E GSIS act 4.6, C2C12 statin -36.0, miR122 inh -4.3, PglD inh -2.9, FN deposit inh -1.1, PGC1a acetyl inh 0.9, Cneo AK release -1.4 and CFTR F508del cor 1.7.
O=c1c2c(nc3nc(NCc4ccc(Cl)cc4)[nH]n13)CCC2 was read as INS-1E GSIS act 11.8, miR122 inh -2.2, FN deposit inh 7.0, PGC1a acetyl inh -5.0 and CFTR F508del cor -1.2.
Screening COc1ccccc1N1CCN(c2ncnc3sc(C)c(-c4ccccc4)c23)CC1 returned C2C12 statin -98.0, miR122 inh -5.4, PglD inh -5.5, PGC1a acetyl inh 1.1 and Cneo AK release 0.3.
Screening Cc1cccc(C)c1NC(=O)CN(C)C(=O)c1ccc2nc[nH]c2c1 returned INS-1E GSIS act 27.5, C2C12 statin -2.7, miR122 inh -0.1, PglD inh 2.8, FN deposit inh -9.1, PGC1a acetyl inh -0.9, Cneo AK release 2.7 and CFTR F508del cor 0.9.
CCC(=O)NC(c1ccco1)c1cc(Cl)c2cccnc2c1OC (stereo not drawn) was read as INS-1E GSIS act -5.2, C2C12 statin -9.2, miR122 inh -2.9, PglD inh 2.8, FN deposit inh 11.5, Cneo AK release 0.6 and CFTR F508del cor 1.4.
Screening CCNC(=S)SCCOc1ccccc1C returned INS-1E GSIS act -43.0, miR122 inh -1.7, PglD inh -7.5, FN deposit inh -3.6 and Cneo AK release 5.9.
CCOC(=O)N1CCN(S(=O)(=O)c2ccc3c(c2)CC(C)N3C(C)=O)CC1 (stereo not drawn) was read as INS-1E GSIS act -5.9, C2C12 statin 28.5, PglD inh -0.6, FN deposit inh -20.5, Cneo AK release -6.2 and CFTR F508del cor -0.4.
For CN(NC(=O)C(C)(C)C)c1nc(-c2ccccc2)nnc1C(F)(F)F the results were C2C12 statin -21.1, miR122 inh 3.4, PglD inh -1.3, FN deposit inh 5.8, PGC1a acetyl inh -11.6 and Cneo AK release -0.9.
COC(C[C@H](O)C[C@H](O)[C@@H](C)OCc1ccccc1)OC was read as INS-1E GSIS act 18.8, C2C12 statin 5.9, PglD inh -7.8, FN deposit inh -4.2, Cneo AK release -1.3 and CFTR F508del cor -0.1.
For COc1cc2c(cc1OC)-c1cc(Nc3ccccc3)nc(=O)n1CC2 the results were miR122 inh -9.4, PglD inh -8.2, FN deposit inh 15.4, PGC1a acetyl inh 1.3, Cneo AK release -0.7 and CFTR F508del cor 2.5.
C[C@@H]1CN([C@@H](C)CO)C(=O)c2cc(NC(=O)Nc3ccc(F)cc3)ccc2O[C@@H](C)CCCCO[C@H]1CN(C)CC1CC1 was read as INS-1E GSIS act 8.8, C2C12 statin 6.3, miR122 inh 4.3[16.7 µM], PglD inh -1.0, FN deposit inh 3.4, PGC1a acetyl inh -13.1, Cneo AK release 0.8 and CFTR F508del cor -3.3.
Screening FC(F)(F)c1cc(-c2cccs2)nc2ncnn12 returned INS-1E GSIS act 34.9, C2C12 statin 1.9, PglD inh 1.2, FN deposit inh 4.2, PGC1a acetyl inh -8.7, Cneo AK release 0.5 and CFTR F508del cor -1.4.
O=C(C1COc2ccccc2O1)N1CCCC1 (stereo not drawn) was read as C2C12 statin -0.3, miR122 inh -23.3, PglD inh -3.9, FN deposit inh -1.1 and Cneo AK release -0.6.
`C[C@H](CO)N1C[C@H](C)[C@H](CN(C)S(=O)(=O)c2cccc(F)c2)Oc2ncc(/C=C/c3ccccc3)cc2C1=O` gave INS-1E GSIS act -12.9, miR122 inh -2.4[16.7 µM], PglD inh 1.1, FN deposit inh -5.5, PGC1a acetyl inh -10.5, Cneo AK release -5.0 and CFTR F508del cor 0.7.
Screening O=C1/C(=C\c2cc(Cl)c(O)c(Cl)c2)SC(=S)N1Cc1ccccc1 returned INS-1E GSIS act -5.4, C2C12 statin -66.8, miR122 inh 0.2, PglD inh -9.7, FN deposit inh -43.8, PGC1a acetyl inh 4.7, Cneo AK release 1.6 and CFTR F508del cor 27.8*.
`Cc1ccc(NC(=O)CSCC(=O)O)c(C)c1` gave C2C12 statin -13.2, miR122 inh 1.3, PglD inh 1.2, FN deposit inh -3.5, PGC1a acetyl inh 8.1 and Cneo AK release -1.0.
CN1CCC(OC(=O)c2ccccc2)CC1 was read as INS-1E GSIS act 1.5, C2C12 statin -1.4, PglD inh -2.3, FN deposit inh 2.2, Cneo AK release -0.3 and CFTR F508del cor -0.1.
For CC(C)c1cc(C(=O)Nc2cccc(Cl)c2)no1 the results were INS-1E GSIS act -25.2, C2C12 statin -18.6, miR122 inh -16.1, PglD inh 2.2, PGC1a acetyl inh -16.5 and Cneo AK release -2.4.
COc1ccc(C(=O)NCC(=O)OCC(=O)c2ccc(Cl)cc2)cc1OC was read as INS-1E GSIS act 29.6, C2C12 statin 15.5, miR122 inh -5.4, PglD inh 1.9, Cneo AK release -0.5 and CFTR F508del cor -0.9.
For Cc1ccc(C(=O)N/N=C/c2ccc(S(=O)(=O)O)o2)c(Cl)c1 the results were C2C12 statin 1.2, miR122 inh -0.1, PglD inh 0.4, PGC1a acetyl inh 9.1 and Cneo AK release 16.7.
`O=C(COC(=O)CCc1nc2ccccc2c(=O)[nH]1)Nc1ccc(Cl)cn1` gave INS-1E GSIS act 24.6, C2C12 statin -6.3, miR122 inh -2.9, PglD inh 16.9, FN deposit inh 6.6, PGC1a acetyl inh 27.7, Cneo AK release -7.8 and CFTR F508del cor -0.3.
`CC(=O)c1cccc(NC(=O)CNC(=O)Cc2ccccc2)c1` gave INS-1E GSIS act -2.3, C2C12 statin 3.9, miR122 inh -10.4, PglD inh 0.2, FN deposit inh 3.3, PGC1a acetyl inh 3.3, Cneo AK release 0.2 and CFTR F508del cor 0.3.
For CCN(CC)CCCNC(=O)c1ccc2c3n(nc2c1)-c1ccc(Cl)cc1CO3 the results were INS-1E GSIS act -7.6, C2C12 statin -2.5, miR122 inh -3.6, PglD inh 0.2, FN deposit inh -2.2, PGC1a acetyl inh 1.6, Cneo AK release -1.3 and CFTR F508del cor 1.4.
`COCCN(C(=O)COC(=O)c1ccc2[nH]c(C)c(C)c2c1)c1c(N)n(Cc2ccccc2)c(=O)[nH]c1=O` gave INS-1E GSIS act -5.0, C2C12 statin 23.2, miR122 inh 5.2, FN deposit inh -4.2 and CFTR F508del cor -4.5.
For O=C1CSC(=S)N1/N=C/c1ccc(C(F)(F)F)cc1 the results were C2C12 statin 0.1, miR122 inh 10.6, PglD inh -0.6, FN deposit inh -8.3, PGC1a acetyl inh 9.0, Cneo AK release -1.0 and CFTR F508del cor 2.1.
CC(=O)N(C)C[C@@H]1Oc2ncc(C#Cc3ccccc3F)cc2C(=O)N([C@H](C)CO)C[C@H]1C was read as INS-1E GSIS act 5.4, C2C12 statin 6.4, miR122 inh -0.7[16.7 µM], PglD inh -1.9, FN deposit inh 4.6, PGC1a acetyl inh 1.7, Cneo AK release -3.9 and CFTR F508del cor -0.9.

Pulled by structure from the list above, 2 records:
`COCCN(C(=O)COC(=O)c1ccc2[nH]c(C)c(C)c2c1)c1c(N)n(Cc2ccccc2)c(=O)[nH]c1=O` gave INS-1E GSIS act -5.0, C2C12 statin 23.2, miR122 inh 5.2, FN deposit inh -4.2 and CFTR F508del cor -4.5.
CC(=O)N(C)C[C@@H]1Oc2ncc(C#Cc3ccccc3F)cc2C(=O)N([C@H](C)CO)C[C@H]1C was read as INS-1E GSIS act 5.4, C2C12 statin 6.4, miR122 inh -0.7[16.7 µM], PglD inh -1.9, FN deposit inh 4.6, PGC1a acetyl inh 1.7, Cneo AK release -3.9 and CFTR F508del cor -0.9.

Compound activity deposited in PubChem by Broad Institute.
